Compound activity from PubChem BioAssay.
XiGFP reactiv: activators of inactive X chromosome reactivation, primary screen, imaging, XiGFP fibroblasts, GFP high-content imaging, set 2 | XiGFP mouse fibroblasts, % GFP-positive cells imaging, 3 d; cells co-treated with 5-aza-dC sensitizer; scaled so ellipticine positive control = 100% | activation, % at 7.58 µM | 360,000 compounds, 0.055% hits | AID 743238, 2013;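 active means mean normalized replicate activation at least 10% and every replicate at or above 10%; inconclusive means only one of the two criteria met; inactive means mean below 10% and not all replicates reach 10%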;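 further: 0% = median of on-plate neutral control wells and 100% = ellipticine 6 µM median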
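material = 68-5-11 XiGFP fibroblast line | medium = DMEM plus 5-aza-dC sensitizer | schedule = 3 days compound exposure | benchmarks = positive control ellipticine, 6 µM final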
CASP6 VEID inh: human caspase-6 inhibitors, primary screen, biochemical, VEID-R110 fluorescence, single point, set 2; P55212; purified caspase-6, Z-VEID-R110 cleavage fluorescence; inhibition, % at 12.5 µM; 350,000 compounds, 0.53% hits; AID 686996, 2013;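 active means mean inhibition across replicates at least about 35%, with every replicate also reaching that limit, limit read from the data; inconclusive means only one of the two criteria met; inactive means neither criterion met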;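 further: 0% = median of neutral control wells and 100% = no fluorescence left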
Target sequence (P55212 24-179 limits assumed): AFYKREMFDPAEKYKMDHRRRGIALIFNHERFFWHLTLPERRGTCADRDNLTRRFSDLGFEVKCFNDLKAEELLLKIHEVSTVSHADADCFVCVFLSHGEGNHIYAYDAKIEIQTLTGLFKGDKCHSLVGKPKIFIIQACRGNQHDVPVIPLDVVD
Target sequence (P55212 194-293 limits assumed): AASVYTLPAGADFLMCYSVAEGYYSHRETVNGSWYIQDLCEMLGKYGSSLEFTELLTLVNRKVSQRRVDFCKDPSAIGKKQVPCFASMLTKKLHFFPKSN
INS-1E GSIS act: GLuc luminescence reporter in INS-1E cells, primary screen for activators of glucose-dependent secretion of insulin | INS-1E GLuc reporter insulin secretion, 2-3 h | activation, % at 16.6 µM | 370,000 compounds, 0.61% hits | AID 743287, 2014;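 active means lowest replicate activation of at least 40%, so every replicate reaches that level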;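 further: 0% = median of neutral control wells and 100% = median of IBMX positive control wells; some compounds called inactive have numbers as strong as hits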
E-selectin induc: E-selectin induction in HUVECs, primary screen, imaging, HUVEC, immunofluorescence imaging, single point. P16581. normalized: neutral wells 0, TNF-alpha wells 100. activation, % at 7.58 µM. 260,000 compounds, 0.37% hits;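 active means mean E-selectin-positive cell signal at least 10% of the positive control, reached in at least 60% of replicates, without over 20% cell loss; inconclusive means no rule given, readout overlaps actives, possibly toxicity-flagged; inactive means the rest, including those meeting only one limit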;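 further: in these data hits start at about 27%; measured in HUVEC primary endothelial cells; signal is the percent of cells scored E-selectin positive by PE staining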
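Assay system: HUVEC primary endothelial cells. Input: 3,000 HUVEC seeded per well. Doses: one compound dose added by pin transfer. Read-out basis: % PE-positive cells. Benchmarks: TNF-alpha high, DMSO low. Detection: immunofluorescence imaging. Buffer or medium: EGM-2, gelatin.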
RAD54 branch: inhibitors of human RAD54 branch migration, primary screen, biochemical, fluorescence, single point | DNA repair and recombination protein RAD54-like (Homo sapiens), Q92698 | RAD54 Holliday junction branch migration, FAM/BHQ fluorescence | inhibition, % at 10.4 µM | 360,000 compounds, 0.14% hits;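 active means mean normalized replicate activity at least 40 and at least half of replicates scoring 40 or more; inconclusive means only one of the two criteria met; inactive means mean below 40 and under half of replicates reaching 40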;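 further: 0% = median of neutral control wells and 100% = median of positive control wells; inhibitors cause a drop in the FAM fluorescence signal; in these data hits start at about 50%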
Target sequence (Q92698 whole entry, looked up): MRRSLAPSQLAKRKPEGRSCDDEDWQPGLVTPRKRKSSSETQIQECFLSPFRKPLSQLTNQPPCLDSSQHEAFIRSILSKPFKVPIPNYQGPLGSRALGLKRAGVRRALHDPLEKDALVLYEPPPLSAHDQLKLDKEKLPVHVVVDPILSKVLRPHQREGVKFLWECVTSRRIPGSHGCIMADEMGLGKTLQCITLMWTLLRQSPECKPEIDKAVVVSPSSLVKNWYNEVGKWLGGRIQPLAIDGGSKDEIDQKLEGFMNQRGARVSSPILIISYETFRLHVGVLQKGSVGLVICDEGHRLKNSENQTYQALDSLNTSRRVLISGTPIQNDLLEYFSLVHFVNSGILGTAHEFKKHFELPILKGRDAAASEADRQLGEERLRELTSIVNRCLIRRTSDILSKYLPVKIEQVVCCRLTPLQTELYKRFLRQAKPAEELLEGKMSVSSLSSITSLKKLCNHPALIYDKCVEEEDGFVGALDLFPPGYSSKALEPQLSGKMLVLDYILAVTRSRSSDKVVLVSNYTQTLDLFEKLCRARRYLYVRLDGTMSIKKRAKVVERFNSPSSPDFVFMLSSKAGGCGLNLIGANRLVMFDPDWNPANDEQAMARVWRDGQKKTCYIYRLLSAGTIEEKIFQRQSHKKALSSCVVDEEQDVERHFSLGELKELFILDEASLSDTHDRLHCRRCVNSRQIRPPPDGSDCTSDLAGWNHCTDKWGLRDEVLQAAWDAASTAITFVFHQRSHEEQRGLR
DENV2 CPE rescue: inhibitors of DENV2 cytopathic effect, primary screen, cell-based, plate reader, single concentration | DENV2-infected cells, cytopathic effect rescue | CPE inhibition, % at 9.99 µM | 350,000 compounds, 1.7% hits; in the data active means CPE inhibition above about 20%, passing the limit was not always enough; inconclusive means no clear call, values can overlap the other calls; tested in BHK-21 cells;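 further: 0% = median of neutral control wells and 100% = median of positive control wells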
CFTR F508del cor: F508del CFTR correction, initial screen, CFBE line, single point; CFBE cells, YFP halide quenching; stimulated with forskolin plus potentiator P3; % fluorescence drop versus neutral controls; activity (quench increase), % at 7.58 µM; 350,000 compounds, 0.36% hits;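 active means mean added fluorescence quench of at least 8% versus neutral control, with both replicates also reaching 8%; inconclusive means only one of the mean or replicate conditions met; inactive means mean below 8% and not both replicates reaching 8%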;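 further: cells transiently co-express mutant CFTR-F508del with the halide-sensitive YFP; corrector assay measuring rescue of mutant channel to the surface after 24 h compound exposure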
RAD52 anneal inh: RAD52 DNA annealing inhibitors, primary screen, biochemical, FRET, single point, set 2 | inhibition, % at 18.7 µM | 360,000 compounds, 0.46% hits | recombinant RAD52 DNA annealing, FRET fluorescence;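 active means every replicate showing at least 50% inhibition; inconclusive means mean inhibition at least 50% but not in every replicate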
Starred values were filed as active, the others as inactive; ? = inconclusive; . = no result given.

SMILES	XiGFP reactiv	CASP6 VEID inh	INS-1E GSIS act	E-selectin induc	RAD54 branch	DENV2 CPE rescue	CFTR F508del cor	RAD52 anneal inh
CCC[C@@H]1C[C@@H](C(=O)NC(C(C)Cl)[C@H]2O[C@H](SC)[C@H](O)[C@@H](O)[C@H]2O)N(C)C1 (some centres undefined)	0.0	1	8	-1.6	-8	-11	1.8	0
COc1ccc(C(=O)C[C@@H]2OC[C@H](C)N2S(=O)(=O)c2ccc(C)cc2)cc1OC	-0.1	2	17	-0.2	.	57*	0.2	-6
CCSc1ccc(-c2ccc(C)cc2)nn1	0.0	-4	17	2.8	.	.	-5.1	-4
CSc1ncc(C(=O)Nc2ccc(Cl)cc2)c(C)n1	-0.1	-2	-1	-0.1	1	6	7.0	-40
NC(=O)C1CC(=O)N(Cc2ccc3c(c2)OCO3)C(=Nc2ccccc2)S1 (centres undefined)	.	-2	-1	.	-2	-1	0.6	-19
CO[C@H]1CC[C@@H]2CCOc3c(C#N)cccc3C(=O)N(C)C[C@H](OC)[C@@H](C)C(=O)N(C)C[C@@H]1O2	0.3	-7	9	0.4	2	?	.	1
CC(=O)Nc1cccc(NC(=O)COc2ccccc2C)c1	0.1	-3	15	.	-2	5	1.3	-13
CCOc1ccc(NC(=O)CN2CCN(C(=O)c3ccco3)CC2)cc1S(=O)(=O)N1CCCC1	0.0	0	.	.	2	4	5.0	-27
COc1ccc(-c2ccc(=O)n(CC(=O)NCC3COCCO3)n2)cc1 (centres undefined)	-0.3	-6	16	0.0	.	-7	-2.1	0
Cc1ccc(C(O)(C(=O)NN(C(=O)c2ccccc2)c2ccccc2)c2ccc(C)cc2)cc1	0.2	14	.	-1.7	.	-6	.	-7
Cn1nnc(NC(=S)NC(=O)c2cccc3ccccc23)n1	0.0	-2	7	.	-2	-3	-0.4	-6
CCC(=O)N1CCC1(C)C(=O)Nc1ccc(OC(F)F)cc1 (centres undefined)	0.0	-3	.	0.0	10	?	-5.4	-3
CCc1ccccc1-n1c(SCC(=O)NC)nnc1-c1ccco1	0.0	-3	2	.	-14	7	-0.5	-9
Cc1noc(C)c1NC(=O)N(C)C[C@H]1Oc2ccc(NS(=O)(=O)c3ccc(Cl)cc3)cc2C(=O)N([C@@H](C)CO)C[C@H]1C	0.1	1	7	1.5	-5	-5	-0.7	-12
O=C(N[C@H](Cc1ccccc1)C(=O)N1CCN(C(=O)N2CCOCC2)CC1)[C@H]1O[C@@H](n2ccc(=O)[nH]c2=O)[C@H](O)[C@@H]1O	1.3	51*	13	0.1	.	-7	0.8	-12
c1ccc2nc3ccccc3nc2c1	.	1	.	.	9	-8	5.0	-5
Cc1cc2c(cc1S(=O)(=O)Nc1cccc(F)c1)n(C)c(=O)c(=O)n2C	0.2	-3	-9	0.1	7	-4	-0.8	1
Cc1ccc(S(=O)(=O)Nc2ccc3c(c2)C(=O)N([C@H](C)CO)C[C@@H](C)[C@@H](CN(C)Cc2ccc(C(=O)O)cc2)OCCCC[C@H](C)O3)cc1	0.1	-4	15	.	-9	8	2.0	7
O=C(CCCOc1ccc(Cl)cc1Cl)N/N=C/c1ccco1	0.0	2	9	.	.	2	.	-5
CCS(=O)(=O)N1CC(=O)N2[C@H](CO)[C@@H](c3ccc(C#CC4CCCCC4)cc3)[C@@H]2C1	0.0	-1	-5	0.1	.	11	2.8	-4
COc1ccccc1NC(=O)COC(=O)C12CC3CC(CC(Br)(C3)C1)C2	0.4	-1	6	-0.3	-2	?	-2.8	2
CN(C)CCCNC(=O)[C@H]1[C@H](CO)[C@H]2Cn3c(ccc(C4=CCCCC4)c3=O)[C@@H]1N2Cc1cocn1	0.5	1	28	-0.4	2	4	-1.0	-8
Cc1cccc(C)c1NC(=O)CN(C)C(=O)c1cc(S(=O)(=O)N2CCOCC2)ccc1N1CCCC1	0.0	0	-4	.	-2	-1	3.4	-6
C[C@@H](NC(=O)c1nc[nH]c1C(=O)NCc1ccccc1)c1ccccc1	0.6	-2	-18	0.2	10	?	2.5	-7
Cc1ccc(O)c(C(CC(=O)NCc2ccco2)c2ccccc2)c1 (centres undefined)	0.1	5	-35	.	.	-3	-2.6	-2
CCOC(=O)c1[nH]c(C)c(C(=O)Nc2ccc(Cl)cc2)c1C	0.0	-1	4	-0.1	-4	-5	-7.0	-8
Cc1ccc(NS(=O)(=O)c2csc(C(N)=O)c2)cc1C	0.0	-3	1	.	-6	18	-2.4	-13
CCN(CC)CCNC(=O)c1ccc(NC(=O)Cc2ccccc2F)cc1	-0.3	-2	6	-0.2	-8	0	0.3	-10
COc1ccccc1-c1nn(Cc2ccccc2)cc1C(=O)N1CCN(c2ncccn2)CC1	0.0	-20	1	-0.1	-10	1	1.5	0
CCNC(=O)C[C@H]1CC[C@@H](NC(=O)NC2CCCCC2)[C@@H](CO)O1	0.0	-3	26	-0.1	-4	-3	2.1	-1
OC[C@H]1Nc2ccc(C#Cc3ccc(F)cc3)cc2[C@H]2[C@@H]1CCN2Cc1nccs1	0.1	.	6	-0.5	10	.	-0.7	-15
O=C1Nc2ccccc2C1(O)c1ccccc1O (centres undefined)	0.0	6	-22	-0.2	-6	1	1.7	8
c1ccc(CCn2cnc3ccccc32)cc1	0.1	-6	-8	.	-8	5	3.2	-5
CC(=O)N[C@H]1CC[C@@H](CCNC(=O)C2CCCCC2)O[C@H]1CO	0.5	4	8	-0.6	.	7	1.7	-13
Cc1cc(C)c2c3c(oc2n1)C(=O)N(c1cccc(Cl)c1)CC(=O)N3	0.6	1	-9	-0.4	.	-1	-0.2	-4
CN(C)c1cc(NC(=O)CNC(C)(C)C)c2ccccc2n1	-0.1	-5	6	.	76*	6	2.6	28
C[C@H](CO)N1C[C@H](C)[C@H](CN(C)C(=O)CCC(F)(F)F)OCCCC[C@H](C)Oc2ccc(NS(=O)(=O)c3cn(C)cn3)cc2C1=O	0.0	-1	5	0.0	-7	-7	-1.0	8
CCc1ccc(S(=O)(=O)Nc2ccc(Br)cn2)cc1	0.0	0	-9	.	1	-4	0.5	-19
O=C(C[C@H]1CC[C@@H]2[C@H](COC[C@@H](O)CN2Cc2ccccc2F)O1)N1CCc2ccccc2C1	0.0	-5	-3	-0.2	-3	-5	3.0	3
O=C(NNS(=O)(=O)c1ccccc1[N+](=O)[O-])c1ccccc1Cl	-0.1	3	9	6.5	.	2	-1.5	-2
C[C@@H]1CN([C@H](C)CO)S(=O)(=O)c2ccc(C#C[C@@H](C)O)cc2O[C@H]1CN(C)C	0.6	1	8	-0.3	4	-1	-1.4	1
OCC1(Cc2ccccc2F)CCCN(CCc2ccccc2)C1 (centres undefined)	0.0	0	.	.	5	7	0.5	-36
CO[C@H]1CN(C)C(=O)c2ccc(NC(=O)C3CCCC3)cc2OC[C@H](C)N(C(=O)CC2CC2)C[C@H]1C	0.0	0	5	-0.1	-3	2	0.0	-3
COc1cccc(/C=N\NC(=O)Cn2nnc3ccccc32)c1O	0.0	-13	-14	.	.	-9	-2.7	-14
CC(=O)N(C)c1ccc(OCC(O)CN(c2ccccc2C)S(=O)(=O)c2ccc(C)cc2)cc1 (centres undefined)	-0.1	1	-39	-0.4	-10	5	-0.1	-4

Compounds listed so far that contain an aryl thioether with sulfur outside any ring:
SMILES	XiGFP reactiv	CASP6 VEID inh	INS-1E GSIS act	E-selectin induc	RAD54 branch	DENV2 CPE rescue	CFTR F508del cor	RAD52 anneal inh
CCSc1ccc(-c2ccc(C)cc2)nn1	0.0	-4	17	2.8	.	.	-5.1	-4
CSc1ncc(C(=O)Nc2ccc(Cl)cc2)c(C)n1	-0.1	-2	-1	-0.1	1	6	7.0	-40
CCc1ccccc1-n1c(SCC(=O)NC)nnc1-c1ccco1	0.0	-3	2	.	-14	7	-0.5	-9

Next records follow.
SMILES	XiGFP reactiv	CASP6 VEID inh	INS-1E GSIS act	E-selectin induc	RAD54 branch	DENV2 CPE rescue	CFTR F508del cor	RAD52 anneal inh
COc1ccc(NC(=O)C2C(c3ccc4c(c3)OCO4)=Nc3ccccc3N2C(C)=O)cc1 (centres undefined)	0.0	3	-11	0.2	.	27*	0.6	-13
Cc1[nH]c(=O)[nH]c(=O)c1NC(=O)CSc1ncccc1-c1nc2ccccc2[nH]1	.	-3	12	.	3	5	-0.4	-36
Cc1ccc(/C=C(\NC(=O)c2ccccc2)C(=O)NCC2CCCO2)o1 (centres undefined)	-0.1	4	-10	0.1	-6	-1	0.8	-15
O=c1cc(CSc2nnc3ccccn23)c2c(ccc3ccccc32)o1	0.0	.	2	0.5	0	.	.	.
COc1ccccc1NS(=O)(=O)c1ccc(C)c(C(=O)NCC(c2ccco2)N2CCCCC2)c1 (centres undefined)	0.0	-3	12	-0.6	6	-3	-2.6	-23
Cc1cc(C)n(-c2nc3c(c(=O)n(C)c(=O)n3C)n2Cc2cccc(Br)c2)n1	-0.1	-3	20	6.1	.	-1	-1.5	-11
C[C@H](CO)N1C[C@H](C)[C@H](CN(C)Cc2ccc(C(=O)Nc3ccccc3N)cc2)Oc2c(NC(=O)Nc3ccccc3)cccc2C1=O	-0.3	.	5	4.6	0	-5	1.1	20
c1ccc2ncc(-n3ccnc3)cc2c1	0.0	0	19	0.0	-13	14	-2.6	-6
Cc1ccc(Cl)cc1N1CCN(C(=O)C2CCN(c3nnc(-n4cccc4)s3)CC2)CC1	0.3	2	-7	0.2	-1	?	0.9	-9
CCCC(=O)Nc1ccc2c(c1)C(=O)N(C)[C@@H]1CC[C@@H](CC(=O)NCCc3ccccc3)O[C@@H]1CO2	0.1	-1	-4	-0.1	-1	?	-2.5	-8
O=C(Cn1c(-c2ccccc2)c[n+]2ccsc12)c1ccccc1	0.0	-3	-10	.	0	-7	-0.6	-19
Cc1ccccc1N1CCN(C(=O)c2cccnc2)CC1	0.0	-1	18	-0.2	-17	1	0.3	-5
Cc1nn(C)c(C)c1/C=C(/C(=O)C(C)C)n1cncn1	0.2	3	18	.	.	-3	-1.0	-3
CCc1nnc(NS(=O)(=O)c2ccc(NC(=S)NC(=O)c3ccccc3)cc2)s1	0.0	.	11	1.6	.	.	-2.2	.
O=C1C(=O)N(Cc2cccnc2)C(c2cccc(F)c2)/C1=C(/O)c1ccc2c(c1)OCO2 (centres undefined)	0.0	3	1	-0.1	-4	-2	0.9	-9
CCC(=O)N1[C@@H](CO)[C@H](c2ccc(-c3ccccc3OC)cc2)C12CN(C(C)=O)C2	0.2	-1	1	-0.1	.	-8	-1.2	-8
N#Cc1cccnc1N1CCN(C(=O)c2ccc3c(c2)S(=O)(=O)c2ccccc2C3=O)CC1	0.0	2	29	0.1	6	-3	3.3	2
CCCn1c(SCC(=O)NCc2ccccc2)n[nH]c1=O	-0.1	0	9	1.0	.	-2	-1.5	-11
